High-throughput results: PubChem BioAssay, several laboratories
PriA SSB inh = inhibitors of Klebsiella pneumoniae PriA binding to SSB C-terminal tail. AlphaScreen SSBct-PriA binding, biotinylated peptide. inhibition, % at 33 µM. actives 0.6% (n = 430,000); in the data active means inhibition mostly above about 37%, no sharp cut-off; inactive means mostly below about 20%;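 further: plate controls were negative control peptide for no effect and reference peptide for full effect; strong numbers were not always called active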
Mtb BioA inh = inhibitors of Mycobacterium tuberculosis BioA enzyme; purified M. tuberculosis BioA enzyme, plate reader; inhibition, % at 9.99 µM; actives 0.096% (n = 360,000); AID 602481; in the data active means inhibition above about 40%
BH1578 lux ind = inducers of Vibrio cholerae quorum light production without autoinducers; V. cholerae BH1578 lux reporter, luminescence, 6 h; activation, % at 18.7 µM; actives 0.16% (n = 350,000); AID 588436; in the data active means activation mostly above about 9.7%, no sharp cut-off; further: not every result past the cut was called active; inactives centre near 0; reference of the scale not given here
SARS 3CLpro inh = SARS-CoV 3CLpro protease inhibition | inhibition, % at 6 µM | recombinant SARS-CoV 3CLpro, quenched FRET peptide cleavage | P0C6X7 | actives 0.14% (n = 290,000) | AID 1706; in the data active means inhibition above about 12%
Rv3671c protease = inhibitors of M. tuberculosis serine protease Rv3671c | actives 0.048% (n = 320,000) | P9WHR9 | inhibition, % at 5.96 µM; in the data active means inhibition above about 38%;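 further: extracellular domain of Rv3671c used as enzyme; 0% = enzyme with DMSO and 100% = no enzyme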
Target sequence (P9WHR9 whole entry, looked up, the tested form may be a part): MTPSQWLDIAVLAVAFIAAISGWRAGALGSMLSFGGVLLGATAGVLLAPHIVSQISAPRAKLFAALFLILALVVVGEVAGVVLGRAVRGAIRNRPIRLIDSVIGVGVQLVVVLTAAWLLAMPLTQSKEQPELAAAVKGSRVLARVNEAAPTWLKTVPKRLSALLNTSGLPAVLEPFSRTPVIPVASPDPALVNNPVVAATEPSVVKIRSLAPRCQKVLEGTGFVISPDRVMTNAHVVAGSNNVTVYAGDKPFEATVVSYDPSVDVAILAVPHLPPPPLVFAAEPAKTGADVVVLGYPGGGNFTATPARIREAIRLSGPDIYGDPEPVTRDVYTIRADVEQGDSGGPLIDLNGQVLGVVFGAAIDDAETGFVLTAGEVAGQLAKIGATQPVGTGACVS
GDH-TPI inh = inhibits GDH-TPI coupling enzymes, artifact for Mtb FBA screen. AID 588335. GDH-TPI coupled enzyme counterscreen, NADH absorbance. inhibition, % at 4.8 µM. actives 1.2% (n = 360,000); in the data active means inhibition above about 30%;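 further: 0% = DMSO wells and 100% = wells lacking the enzyme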
MazF activator = MazEF (E. coli) toxin RNase activation; P0AE70; FAM/BHQ RNA-DNA oligo cleavage fluorescence, 5 h; activation, % at 20 µM; actives 0.32% (n = 350,000); in the data active means activation above about 50%
DUSP3 inh = DUSP3 (human) phosphatase inhibition. inhibition, % at 13.3 µM. actives 0.52% (n = 290,000). P51452. recombinant VHR phosphatase, pNPP absorbance; in the data active means inhibition above about 50%; further: some compounds called inactive have numbers as strong as hits
Target sequence (P51452 whole entry, looked up): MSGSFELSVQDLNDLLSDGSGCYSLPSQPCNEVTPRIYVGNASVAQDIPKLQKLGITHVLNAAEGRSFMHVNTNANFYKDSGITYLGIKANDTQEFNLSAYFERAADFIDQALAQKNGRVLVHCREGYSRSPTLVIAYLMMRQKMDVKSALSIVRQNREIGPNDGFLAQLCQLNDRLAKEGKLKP
Mtb UGM inh = inhibitors of M. tuberculosis UDP-galactopyranose mutase. purified UGM, fluorescence polarization probe displacement. inhibition, % at 10 µM. actives 0.06% (n = 320,000). AID 504406; in the data active means inhibition above about 10%, passing the limit was not always enough
Target sequence (P9WIQ1 whole entry, looked up): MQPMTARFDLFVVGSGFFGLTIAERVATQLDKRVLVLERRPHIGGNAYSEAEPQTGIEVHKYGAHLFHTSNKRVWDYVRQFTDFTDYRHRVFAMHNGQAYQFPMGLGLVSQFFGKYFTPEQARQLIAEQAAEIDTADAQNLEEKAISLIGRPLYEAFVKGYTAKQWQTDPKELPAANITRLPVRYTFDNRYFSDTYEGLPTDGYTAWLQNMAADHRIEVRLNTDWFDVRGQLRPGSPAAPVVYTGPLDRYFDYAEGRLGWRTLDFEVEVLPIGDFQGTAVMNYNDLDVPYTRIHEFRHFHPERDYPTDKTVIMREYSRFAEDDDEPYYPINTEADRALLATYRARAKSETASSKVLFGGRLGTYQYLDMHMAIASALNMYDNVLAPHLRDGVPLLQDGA
FBA Mtb inh = inhibits M. tuberculosis FBA enzyme | actives 2.3% (n = 360,000) | purified M. tuberculosis FBA, fluorescence read-out | inhibition, % at 1 µM; in the data active means inhibition above about 27%;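 further: 0% = vehicle and 100% = reference inhibitor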
An asterisk follows results filed as active; i = inactive; · = no result given; & = joins results of further samples.

SMILES | PriA SSB inh | Mtb BioA inh | BH1578 lux ind | SARS 3CLpro inh | Rv3671c protease | GDH-TPI inh | MazF activator | DUSP3 inh | Mtb UGM inh | FBA Mtb inh
C=CCn1c(SCC(=O)NCc2ccco2)nc2sc3c(c2c1=O)CCCC3 | -20 | -0.7 | -0.3 | 4 | -2 | 10 | -12 | 14 | -0.1 | -2
Nc1[nH]n2c(=O)cc(-c3ccccc3)nc2c1N=Nc1ccccc1 | -14 | -2.4 | 3.6 | -3 | 3 | 5 | 7 | 30 | -3.2 | -2
COc1cc(C)ccc1S(=O)(=O)NC(=O)C1(C)CCN1C(=O)Cc1ccc(Cl)cc1Cl (centres undefined) | · | -0.7 | -0.7 | · | · | 0 | · | · | · | 2
C#Cc1ccc(CN2CCN(CCCc3ccccc3)C(CCO)C2)cc1 (centres undefined) | 3 | 0.0 | -4.7 | -4 | -3 | 3 | -2 | -2 | -2.1 | 0
Cc1ccc(S(=O)(=O)CCC(=O)Nc2nnc(-c3cccs3)o2)cc1 | -2 | -0.5 | -2.5 | · | 8 | 0 | -2 | · | -0.7 | 9
C=C(C)CSc1nnc2n(Cc3ccccc3)c(=O)c3c4c(sc3n12)CCC4 | 6 | -0.2 | i | 3 | · | 2 | 6 | 24 | · | 1
COc1ccc(N2C(=S)NC3c4cc(Cl)ccc4OC2(C)C3C(=O)N(C)C)cc1 (centres undefined) | -3 | -1.7 | i | 6 | 10 | 3 | 6 | 8 | 2.4 | 1
COc1ccc(OC)c(NC2=NC3(CCCC3)N=C(N)N2)c1 | 11 | 0.6 | -0.3 | 0 | -5 | 12 | 7 | -19 | -2.9 | 2
CC1(C)N=C(SCC(=O)Nc2ccc(Cl)cc2)C(c2ccccc2)=N1 | -3 | -0.2 | -2.9 | 5 | -9 | 0 | -2 | 0 | 1.9 | -5
CN(c1ccc(C(=O)NCCSCc2c(F)cccc2Cl)cc1)S(C)(=O)=O | -21 | · | 0.3 | 1 | -11 | -8 | 1 | 21 | 2.4 | 5
CC(=O)N1CCN(S(=O)(=O)c2cccc(C(=O)Nc3ccc4c(c3)OCO4)c2)CC1 | 5 | · | i | 1 | 11 | 12 | 5 | 4 | -0.5 | 2
O=C(Nc1cccc(Br)c1)c1cc2ccccc2o1 | -63 | · | -7.1 | 4 | -26 | 9 | 15 | -9 | 2.7 | -1
CC(C)CC(=O)c1c[nH]c(C(=O)NCc2cccnc2)c1 | -1 | -5.6 | i | 5 | -3 | 6 | 3 | 36 | · | 1
CCOC(=O)C1=C(C)Nc2nc3ccccc3n2C1c1cccs1 (centres undefined) | -12 | · | -0.1 | 0 | -4 | 4 | 9 | 12 | 0.0 | 1
CCCS(=O)(=O)N1CCCC(C(=O)NCCN(C)Cc2ccccc2)C1 (centres undefined) | -14 | -1.5 | i | 6 | 1 | 0 | -8 | 10 | 2.4 | -1
COC(=O)[C@H](C)NC(=O)NCc1ccco1 | -6 | -0.9 | i | 1 | 5 | -5 | -4 | 7 | -0.6 | -1
Cc1ccc(C(=O)Nc2ccc(Cl)cc2C(=O)c2ccccc2)cc1 | -3 | -1.4 | 1.0 | -2 | -8 | 6 | 3 | · | -1.6 | 3
CCN(CC)CCNC(=O)CCc1c(C)nc2c(c(C)nn2-c2ccc(C)c(C)c2)c1C | 2 | -0.1 | -0.2 | -2 | · | 1 | 7 | 10 | -2.8 | 36*
O=C(/C=C/c1ccc(OCCCF)cc1)NCc1ccc(Cl)c(Cl)c1 | -13 | -1.4 | i | -2 | -1 | 4 | 12 | 17 | 1.5 | -3
CC(C)(C)C(=O)CSc1ccc(S(=O)(=O)N2CCCC2)cn1 | -7 | 1.0 | i | · | -6 | -1 | -1 | · | -1.2 | 2

Next section (three carried over from the part before).
SMILES | PriA SSB inh | Mtb BioA inh | BH1578 lux ind | SARS 3CLpro inh | Rv3671c protease | GDH-TPI inh | MazF activator | DUSP3 inh | Mtb UGM inh | FBA Mtb inh
CCN(CC)CCNC(=O)CCc1c(C)nc2c(c(C)nn2-c2ccc(C)c(C)c2)c1C | 2 | -0.1 | -0.2 | -2 | · | 1 | 7 | 10 | -2.8 | 36*
O=C(/C=C/c1ccc(OCCCF)cc1)NCc1ccc(Cl)c(Cl)c1 | -13 | -1.4 | i | -2 | -1 | 4 | 12 | 17 | 1.5 | -3
CC(C)(C)C(=O)CSc1ccc(S(=O)(=O)N2CCCC2)cn1 | -7 | 1.0 | i | · | -6 | -1 | -1 | · | -1.2 | 2
CC(=O)Nc1cc(-c2ccc(N3CCN(C)CC3)cc2)cn2c(-c3ccc(F)c(Cl)c3)cnc12 | · | -1.0 | 0.4 | · | · | 6 | · | · | · | 7
COc1cccc(CNC(=O)C(=O)NCCC2CCCCN2S(=O)(=O)c2cccs2)c1 (centres undefined) | -6 | -0.3 | 0.0 | · | 0 | 14 | -2 | · | · | -2
CCN(CC)S(=O)(=O)c1ccc(N/N=C/c2ccc(OC)c(OC)c2OC)nc1 | · | · | -0.1 | -7 | 1 | 24 | 6 | 10 | -1.3 | 2
COc1ccc(Cl)cc1NC1=NCC(C)S1 (centres undefined) | -18 | -1.2 | -0.2 | -2 | -1 | 3 | 10 | -2 | 3.2 | 0
CC1(C(=O)Nc2cccc(C#N)c2)CCN1C(=O)CCc1ccccc1 (centres undefined) | · | 0.6 | -0.3 | · | · | -2 | · | · | · | -3
O=C(Nc1ccc(Nc2ccccc2)cc1)c1ccccc1 | 4 | · | · | · | 2 | · | -13 | · | -0.5 | ·
COc1ccc2c(c1)OC(O)(C(F)(F)F)CC2=O (centres undefined) | -7 | -0.8 | -0.4 | -1 | -2 | 1 | 6 | 19 | -4.3 | -3
CC(C)CN1C2CCCC1CC(NC(=O)c1ccc([N+](=O)[O-])cc1)C2 (centres undefined) | -7 | -0.9 | -0.3 | 6 | 6 | 2 | 11 | 11 | 1.7 | 0
CCN(CC)c1ccc(NC2CC(=O)N(CCc3ccc(OC)cc3)C2=O)cc1 (centres undefined) | 44 | -1.4 | i | 0 | 1 | -2 | 60* | 15 | -1.6 | 2
COc1ccc(C(=O)C2CCCN(Cc3cn[nH]c3-c3ccc(F)cc3)C2)cc1OC (centres undefined) | -4 | · | -0.8 | -1 | 8 | 2 | -1 | 17 | -0.4 | 2
O=C(CCNS(=O)(=O)c1ccc(Cl)cc1)N1CCOCC1 | -2 | -0.5 | -2.0 | -10 | -7 | 4 | 5 | 2 | 0.0 | -1
CN(C)c1ccc(N=Nc2cccc(F)c2)cc1 | 32 | -1.0 | i | -2 | -7 | 5 | -8 | 10 | 3.0 | -9
COc1cccc(Nc2nc(C(N)COCc3ccccc3)cs2)n1 (centres undefined) | · | -1.8 | -3.7 | · | · | 13 | · | · | · | -1
COc1ccc(NC(=O)N2CCC(C(=O)c3ccc(F)cc3)CC2)cc1 | -7 | -4.6 | -3.2 | -3 | 2 | -1 | 6 | 19 | 2.8 | -2
CC(=O)Nc1nnc(-c2c(-c3ccccc3Cl)noc2C)o1 | 5 | 1.2 | 0.8 | 3 | -2 | 3 | -5 | -7 | 3.2 | 0
C[C@@H]1CN([C@H](C)CO)C(=O)c2cc(Br)cnc2O[C@@H]1CN(C)C(=O)Nc1ccccc1 | · | 0.1&2.4 | 0.2 | · | · | -8 | 5 | · | · | 2
NC(=O)C1CCN(C(=O)COc2ccc3ccccc3c2Br)CC1 | -7 | 2.1 | i | -6 | 5 | 9 | 1 | 10 | -1.1 | 1
Cc1ccc(S(=O)(=O)NCCCCCC(=O)Nc2ccccc2)cc1 | -1 | 0.0 | -0.3 | 1 | -4 | -11 | 2 | -17 | 0.5 | 2
CCOC(=O)CC1(NC(=O)C2CCC(=O)N(Cc3ccccc3F)C2)CCCCC1 (centres undefined) | -5 | -0.7 | i | -1 | 0 | 11 | -2 | -9 | 1.3 | 1
Cc1ccnc(NS(=O)(=O)c2ccc(NC(=O)c3ccc(C)o3)cc2)n1 | -12 | -1.6 | i | -3 | 4 | 1 | -13 | 9 | -1.0 | -3
COc1cccc(N2CCN(c3ncccn3)CC2)c1 | 7 | · | -1.5 | 0 | 6 | 4 | -1 | -12 | 0.7 | 2
O=c1nc2sc3ccccc3n2c(=O)n1-c1ccc(Cl)cc1 | 0 | -0.4 | -0.4 | -1 | -2 | 0 | -1 | -3 | 5.1 | 2
NNC(=O)CNC(=O)c1ccc(F)cc1 | -12 | · | i | -4 | -4 | -4 | 8 | 30 | -1.4 | -3
CCn1c(C)nc2cc(S(=O)(=O)C(F)F)ccc21 | -7 | 1.0 | -0.4 | 4 | 2 | 6 | -14 | 21 | 2.4 | 3
CCN(C[C@H]1N[C@@](C)(C(=O)OC)[C@H]2C(=O)N(Cc3ccccc3)C(=O)[C@@H]12)C(=O)C1CCCCC1 | -2 | -1.4 | -1.0 | · | 5 | 3 | -5 | · | · | 5
O=C(NCCc1cnn(-c2ccccc2)c1)c1cc(COc2c(F)cccc2F)on1 | -11 | · | -0.2 | 3 | -4 | 10 | -6 | 22 | -2.4 | 0
Cc1ccc(OCc2ccc(C(=O)O)o2)cc1C | -5 | -0.9 | -0.7 | 4 | · | -1 | -5 | -2 | 0.4 | 4
Cc1nnc(SCC(=O)N2CCN(c3cccc(Cl)c3)CC2)n1C1CC1 | 4 | 0.7 | -0.6 | · | -1 | -4 | 4 | · | 3.1 | 0
c1ccc2c(c1)oc1c(Nc3ccc(CN4CCOCC4)cc3)ncnc12 | 6 | 0.9 | -4.2 | -2 | -7 | 9 | 3 | 9 | -1.5 | -1
Cc1noc(C)c1S(=O)(=O)N(CCc1ccccc1)Cc1ccccc1 | -57 | 0.8 | -1.4 | -1 | 5 | 3 | 3 | 3 | 2.9 | -3
COc1cccc(-c2cc(C(=O)NC3CCCC3)no2)c1 | 4 | · | i | -5 | -5 | 5 | -2 | -9 | -2.1 | 4
O=C(CSc1ccc(F)cc1)Nc1ccc2c(c1)C(=O)NC2=O | -14 | -0.8 | -0.9 | 13* | 5 | 16 | -4 | 21 | 2.2 | 4
CNC(=S)N/N=C/c1c(C(=O)OC)cnn1-c1ccc(F)cc1F | · | -0.3 | -1.0 | 1 | -2 | 46* | -1 | 10 | 2.1 | -2
CCCC(O)(c1ccc(Cl)cc1)C(CN1CCOCC1)c1ccccc1 (centres undefined) | -10 | 0.7 | 0.4 | 3 | 1 | 16 | -1 | -20 | · | 3
C=CCOc1ccccc1/C=N/NC(=O)c1ccc(Cl)cc1Cl | · | · | i | 0 | 3 | 14 | -3 | -5 | 0.5 | -2
CC(=O)NNC(=O)c1cc2sccc2s1 | -3 | · | i | 4 | 5 | 10 | -1 | 22 | -1.1 | 5
CCOc1ccc(Br)cc1S(=O)(=O)N1CCSC1 | -10 | 2.2 | -0.3 | 1 | · | 6 | 2 | 5 | -1.9 | -2
CCOC(=O)c1ccc(NC(=O)c2nc[nH]c2C(=O)NC2CCN(C(=O)OC(C)(C)C)CC2)cc1 | -16 | -1.7 | i | · | -3 | -4 | -9 | -1 | -0.8 | 0
COC(=O)[C@H](CCSC)NC(=O)Nc1ccc(OC)cc1 | -20 | 0.6 | -8.3 | -2 | -5 | -1 | 7 | 8 | -2.4 | 2
CC(=O)c1ccc(NC(=O)CSc2nc3nc(C)cc(C)n3n2)cc1 | -13 | -0.1 | -0.4 | -8 | 3 | -7 | 6 | 8 | 0.1 | -1
CCOC(=O)C1=CN(Cc2ccc(Br)cc2)S(=O)(=O)N(C)C1C (centres undefined) | -12 | -0.2 | -0.4 | · | · | 10 | 11 | · | · | 4
O=C(N/N=C/c1c(F)c(F)c(F)c(F)c1F)c1ccc(Cn2cc(Br)cn2)o1 | · | 9.2 | -0.4 | -4 | 5 | 4 | 24 | 42 | 1.2 | 1
C/C(=C/C#N)Nc1ccc(C)cc1 | 12 | · | -2.8 | 2 | 6 | -3 | 7 | -3 | -1.8 | 1
Cc1ccc(C(=O)NCCc2n[nH]c(=S)n2C)cc1 | -22 | · | i | -3 | 1 | 3 | -2 | 43 | 0.6 | 1
O=C(NCCc1ccc(Cl)cc1)c1ccc2nc[nH]c2c1 | -10 | · | -0.8 | 2 | -5 | -4 | 0 | -2 | 0.5 | -1

Some of the compounds tested; the hit share may differ from the screen's.
